aSyn UTR inh: MLPCN primary screen, SNCA 5' untranslated region. AID 1813, 2009. inhibition, % (tested at 7.5 µM). alpha-synuclein 5'UTR reporter, inhibitor activity. hit rate 0.82% among 300,000; in the data active = inhibition above about 60%; inconclusive = no clear call, values can overlap the other calls;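 also: H4 neuroglioblastoma cells stably carrying SNCA 5'UTR luciferase fusion; 0% = DMSO wells and 100% = positive control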
Dyrk1A ADPGlo: rat Dyrk1A kinase inhibitors, primary screen, biochemical, single point, plate reader; ADP-Glo luminescence, NFATc1 peptide; inhibition, % at 12.5 µM; hit rate 0.43% among 310,000; in the data active = inhibition above about 50%;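 also: plate controls were vehicle with enzyme for no effect and no enzyme for full effect; many of its hits are not listed in these tables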
KLF5 inhibitor: KLF5 expression inhibitors, primary screen, DLD-1 cells, luminescence | DLD-1 KLF5 promoter-luciferase reporter | inhibition, % at 5 µM | hit rate 0.23% among 290,000 | AID 1700, 2009;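 active = inhibition above a per-plate limit of that plate's mean compound inhibition plus 3 SD, cut at about 60% in these data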;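 also: 0% = DMSO wells and 100% = LY294002 at 200 µM; higher means less KLF5 promoter-driven luciferase light; inactives centre near -14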
GSK3 alpha inh: blockers of GSK3A enzyme activity – biochemical, luminescence, cell-free homogeneous, HTS, primary screen | hit rate 0.1% among 320,000 | Glycogen synthase kinase-3 alpha (Homo sapiens), P49840 | AID 2650, 2010 | GSK-3 alpha kinase, ADP-Glo luminescence, 60 min | inhibition, % at 10 µM;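 in the data active = inhibition above about 50%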;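 also: GST-tagged GSK-3 alpha with peptide substrate and 25 µM ATP; 0% = DMSO neutral wells and 100% = GW8510 positive control wells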
Target sequence (P49840 whole entry, looked up): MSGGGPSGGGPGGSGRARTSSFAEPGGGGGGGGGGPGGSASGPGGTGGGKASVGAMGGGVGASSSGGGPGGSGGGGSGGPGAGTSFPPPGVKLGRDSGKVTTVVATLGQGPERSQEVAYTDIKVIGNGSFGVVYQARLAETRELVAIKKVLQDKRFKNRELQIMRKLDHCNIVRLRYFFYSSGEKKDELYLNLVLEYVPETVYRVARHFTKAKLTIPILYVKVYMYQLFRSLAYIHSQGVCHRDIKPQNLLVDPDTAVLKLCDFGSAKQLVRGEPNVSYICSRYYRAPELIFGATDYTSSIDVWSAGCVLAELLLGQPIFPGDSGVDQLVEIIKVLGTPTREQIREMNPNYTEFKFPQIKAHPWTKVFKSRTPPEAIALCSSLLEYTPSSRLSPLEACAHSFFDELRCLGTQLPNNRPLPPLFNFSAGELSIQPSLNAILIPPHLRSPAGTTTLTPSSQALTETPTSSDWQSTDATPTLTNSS
GSK3B inh: human GSK3beta kinase inhibitors, primary screen, biochemical, cell-free homogeneous, HTS; Glycogen synthase kinase-3 beta (Homo sapiens), P49841; GST-GSK3beta kinase, ADP-Glo luminescence, 60 min; stronger effect = lower value; activity score (negative = inhibition), % at 10 µM; hit rate 0.038% among 300,000; AID 2097, 2009;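 active = more than half of replicate wells score below -50%, meaning over 50% inhibition versus plate controls; inconclusive = some replicates but at most half score below -50%; inactive = no replicate scores below -50%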;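 also: 0% = median DMSO wells and -100% = median GW8510 positive control wells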
Target sequence (P49841 whole entry, looked up): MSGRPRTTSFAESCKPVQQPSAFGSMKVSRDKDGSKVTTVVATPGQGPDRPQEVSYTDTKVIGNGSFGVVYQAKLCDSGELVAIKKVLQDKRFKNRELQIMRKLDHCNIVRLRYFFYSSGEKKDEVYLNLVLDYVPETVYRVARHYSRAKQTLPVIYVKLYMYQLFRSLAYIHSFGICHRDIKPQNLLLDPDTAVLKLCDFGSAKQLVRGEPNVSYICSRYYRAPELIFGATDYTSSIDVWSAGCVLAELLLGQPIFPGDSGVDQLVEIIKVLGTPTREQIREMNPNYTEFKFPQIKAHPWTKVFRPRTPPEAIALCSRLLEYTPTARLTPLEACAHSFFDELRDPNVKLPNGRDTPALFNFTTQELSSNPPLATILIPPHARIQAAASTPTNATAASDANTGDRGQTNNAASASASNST
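Assay system: GST-tagged human GSK3beta kinase, cell-free; Input: 1.6 ng GSK3beta; Medium: Tris/MgCl2 kinase buffer; Timing: 60 min enzyme reaction, room temperature; Signal: ADP-Glo luminescence quantifying ADP generated by kinase; Evaluation: score relative to plate controls; Benchmarks: DMSO neutral wells and GW8510 at 20 µM as positive.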
HSP90 inh: HSP90 inhibitors, primary screen, cell lysate, luminescence. Heat shock protein HSP 90 (rabbit reticulocyte lysate; luciferase refolding). Rabbit reticulocyte lysate, luciferase refolding luminescence, 3 h. inhibition, % at 5.6 µM. hit rate 0.91% among 290,000. AID 1789, 2009;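 active = inhibition above the screen-wide mean plus 3 SD, computed separately per campaign, cut at about 16% in these data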;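 also: 0% = DMSO wells and 100% = 60 µM geldanamycin wells; inhibitors lower the luminescence because luciferase stays unfolded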
HSF1 inh: HSF1 inhibitors in luciferase reporter cells, primary screen, cell-based, NIH3T3, luminescence; NIH3T3-HGL HSE-luciferase, MG132-induced, luminescence 8 h; stronger effect = lower value; hit rate 0.77% among 300,000; activity change, negative = inhibition, % at 7.5 µM (by protocol);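 active = more than half of replicate wells show activity change below -50%, luminescence cut by over half; inconclusive = some wells, but at most half, below -50%; inactive = no replicate well below -50%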;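 also: luciferase reports HSF-1 transcriptional activity via heat shock element; 0% = median of DMSO wells and -100% = zero luminescence signal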
Platelet DG rel: inhibitors of platelet dense granule secretion, primary screen, cell-based, MLPCN, human platelets | hit rate 0.22% among 300,000 | inhibition, %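 (compounds screened at 7.5 µM in platelet-rich plasma)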 | AID 1663, 2009 | human platelet-rich plasma, SFLLRN dense granule ATP release, luminescence;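 active = mean replicate score, as percent of positive control, at or above 50; inconclusive = mean below 50 but at least one replicate at or above 50; inactive = mean and every replicate below 50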
IEC-6 tox: cytotoxicity in IEC-6 intestinal epithelial cells, primary screen, cytotoxicity control for KLF5 inhibitor project, cell-based, luminescence. IEC-6 cytotoxicity, luminescence viability. inhibition, % at 5 µM. hit rate 0.78% among 290,000. AID 1825, 2009; in the data active = inhibition above about 22%;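 also: 0% = plate median of test compound wells and 100% = cytotoxic reference compound wells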
HSF-1 act: HSF-1 activators, primary screen, NIH3T3-HGL cells, MG132 stress, luminescence, single point; NIH3T3-HGL HSF-1 luciferase reporter, 8 h; 100% = twice DMSO control signal; activation, % at 9 µM; hit rate 1.7% among 300,000; AID 504408, 2011;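 active = mean replicate activation of at least 50% with a set share of replicates each reaching 50%; inconclusive = only one of those two conditions met; inactive = mean below 50% and too few replicates reaching it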;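 also: 0% = median of the neutral control wells and 100% = twice that signal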
Active calls of the source: *; u = inconclusive; x = no result given. Some of the compounds tested; rates above refer to the full screens.

SMILES	aSyn UTR inh	Dyrk1A ADPGlo	KLF5 inhibitor	GSK3 alpha inh	GSK3B inh	HSP90 inh	HSF1 inh	Platelet DG rel	IEC-6 tox	HSF-1 act
Cc1c(NC(=O)Nc2cccc([N+](=O)[O-])c2)c(=O)n(-c2ccccc2)n1C	0	-2	-24	-1	2	-4	5	-4	-7	-8
Cc1cccn2c(=O)nc(SCC(=O)N3CCCC3)nc12	1	17	x	0	-1	x	-2	-15	x	2
O=C(CCS(=O)(=O)c1cccc2nonc12)NCCc1ccccc1	-13	-4	-33	-1	1	0	-2	3	0	27
COc1nc(Nc2cccc([N+](=O)[O-])c2)nc(OC)n1	-25	-4	-12	-3	2	-5	-1	4	-1	10
COc1cc(C(=O)Nc2ccccc2N2CCN(S(C)(=O)=O)CC2)cc(OC)c1OC	2	0	-3	0	8	-6	3	5	3	7
COC(=O)c1ccc(NC(=O)C2C3C=CC(O3)C2C(=O)O)cc1 (stereo not drawn)	5	4	-32	-1	-1	3	-27	-10	0	-49
CCNC(=O)NC(=O)C(C)Sc1nc2cc(C(=O)OC)ccc2c(=O)n1-c1ccccc1 (stereo not drawn)	3	-9	-11	-2	2	2	-1	-23	2	5
CCCCNS(=O)(=O)c1ccc(OC)c2ncccc12	21	-5	-4	-2	-17	-1	-5	-1	2	-7
CCOCCCn1c(SCC(=O)N(C)C2CCS(=O)(=O)C2)nc2ccccc2c1=O (stereo not drawn)	-16	1	x	-1	-7	x	-3	-2	x	-7
CN(C)c1nc(N)nc(CSc2ncc(Cl)cc2Cl)n1	27	1	-21	1	0	-1	17	2	-4	19
Clc1cccc(-c2nc(NCCN3CCOCC3)c3ccccc3n2)c1	-36	12	1	0	-1	-1	-3	1	-7	-2
C/C=C/CSc1nc2c(c(=O)[nH]c(=O)n2C)n1CCC	x	-2	-10	-2	x	-3	x	x	-6	x
COc1ccc(N2CCN(C(CNS(=O)(=O)c3ccc4c(c3)OCCO4)c3ccco3)CC2)cc1 (stereo not drawn)	-31	x	-48	0	3	1	2	-12	5	4
CCn1c(C(=O)NCCCN2CCc3ccccc3C2)cc2sccc21	-58	-3	7	-2	-2	-1	9	-10	-10	17
COc1ccc(C(=O)NC(=S)N(C)C2CCCCC2)cc1	x	-4	-57	x	-2	-7	x	x	2	x
O=C(O)c1ccc(N2C(=O)CSC2c2cccc([N+](=O)[O-])c2)cc1 (stereo not drawn)	10	5	-16	-2	1	2	-2	1	-2	1
Cc1cc(C(=O)COC(=O)c2ccc(N)c([N+](=O)[O-])c2)c(C)n1-c1ccc2c(c1)OCO2	-17	0	-34	-5	1	0	x	-1	-1	x
CN1CCN(CC(=O)N(Cc2c(C#N)c3ccccc3n2C)c2ccccc2)CC1	4	-5	8	-1	-1	-3	5	-1	1	7
CCCn1c(SCC(=O)Nc2ccc(NC(C)=O)cc2)nc2c1c(=O)n(C)c(=O)n2C	-6	-3	-11	1	1	-1	-6	-23	3	-11
Cc1cccc(NC(=O)CSc2ccc(-c3ccco3)nn2)c1C	12	5	6	-3	-1	0	0	6	0	9
O=S(=O)(NCc1ccccc1Cl)c1ccc(-n2cnnn2)cc1	10	3	-4	-4	0	-6	2	-16	-1	-7
O=C(c1cnn2c(C(F)(F)F)cc(-c3ccco3)nc12)N1CCCCCC1	18	2	13	-2	1	3	-8	-5	2	-14
O=C(O)C/C(=C\c1ccc2c(c1)OCO2)c1nc2ccccc2s1	-20	3	4	-6	6	0	-31	-1	-2	-34
O=C(CSc1ncn[nH]1)Nc1cccc2ccccc12	11	-6	-2	5	3	2	-5	0	0	6
C(=N\c1nccs1)/c1cccnc1	9	1	9	-1	-3	5	0	-1	1	-19

The list continues:
SMILES	aSyn UTR inh	Dyrk1A ADPGlo	KLF5 inhibitor	GSK3 alpha inh	GSK3B inh	HSP90 inh	HSF1 inh	Platelet DG rel	IEC-6 tox	HSF-1 act
O=C(O)CCc1nnc2n(Cc3ccc(F)cc3)c(=O)c3ccccc3n12	-2	11	-3	x	-1	3	0	-10	3	0
Cc1cccc(OCCCC(=O)N2CCCc3ccccc32)c1C	7	2	-3	-5	2	13	6	5	-2	3
Cc1cccc(NC(=O)C23CCC(C)(C2Br)C3(C)C)c1 (stereo not drawn)	0	6	-66	x	-2	-9	-5	2	-2	-4
Cc1ccc(NNC(=O)C(=O)N2CCCCC2)cc1	18	-3	9	-2	1	3	-10	-6	1	-19
O=C1C2ON(c3ccccc3)C(c3ccncc3)C2C(=O)N1c1ccccc1 (stereo not drawn)	9	-6	-19	11	-2	6	6	2	-4	-10
CC1(C)SC(=S)N(/N=C/c2ccccc2)C1N(O)C(=O)Nc1ccc([N+](=O)[O-])cc1 (stereo not drawn)	18	-6	-1	-3	1	-2	4	7	-4	-13
CC(C)Nc1ncnc2c1cnn2-c1ccc(Cl)cc1	u	0	-82	-3	-1	15	-20	-17	2	-21
COc1ccc(CCNc2nc(=S)[nH]c3cc(OC)c(OC)cc23)cc1OC	-16	2	17	-1	1	0	-3	-6	8	0
CCOC(=O)C1=NN(c2ccc(OC)cc2)C2C(=O)N(c3ccccc3OC)C(=O)C12 (stereo not drawn)	-17	x	13	-1	-1	0	3	-2	-6	-4
CCCCn1c(=O)[nH]c(=O)c2c1nc(-c1ccc(-c3ccccc3)cc1)n2C	-24	3	13	-3	1	7	1	-7	2	8
COc1ccccc1Nc1nn2c(=O)c3ccc(C(=O)N4CCCC(C)C4)cc3nc2s1 (stereo not drawn)	5	6	-7	0	x	2	7	-2	4	7
CCCN1C(=O)NC2(O)C(=O)c3ccccc3C12O (stereo not drawn)	-2	5	-11	5	0	3	-7	-2	-4	-4
CCOc1ccc(NC(=O)CSc2nc(O)c(C)c(=O)n2-c2ccc(F)cc2)cc1	-14	-1	-14	0	0	1	-1	15	6	-9
Nc1ccc(-c2nc3ccc(N)cc3[nH]2)cc1	-62	1	-61	-1	1	-3	-4	3	-1	13
CCO/C([O-])=N/c1sn[n+](C)c1C	-26	x	-7	7	1	-2	-9	-2	-6	1
CC1=CC2=NC(=O)/C(=C/c3coc4ccc(Cl)cc4c3=O)C(=N)N2O1	-32	6	-15	-1	4	2	1	9	3	1
Cc1nccn1CCN(C)Cc1cn(Cc2ccccc2)nc1-c1ccc2c(c1)OCO2	-17	2	-16	0	1	0	2	1	0	-8
CCn1cc(Cl)c(C(=O)N2N=C(c3ccc4ccccc4c3)CC2c2ccccc2O)n1 (stereo not drawn)	-12	0	-19	-1	2	5	-2	10	2	4
CCCCC(CC)C(=O)NCc1ccccc1OC (stereo not drawn)	12	1	-13	1	2	1	3	-4	3	2
Cc1nc2ccccc2c(=O)n1NC(=O)c1ccccc1Cl	5	14	4	-1	-1	-2	-8	-4	-1	-1
CCCNC(=O)CSc1nc(COc2ccccc2)nc2ccccc12	9	0	5	-2	3	5	9	0	9	6
Brc1ccc(-c2noc(CCc3ccccc3)n2)o1	-119	17	-15	-3	0	4	39	-3	0	u
COc1ccc2c(-c3ccccc3)cc(SCC(N)=O)nc2c1	17	3	-13	1	1	-1	-9	1	-1	3
CCCNC(=O)NC(=O)CSc1nc2cc(C(=O)OC)ccc2c(=O)n1-c1ccccc1	-4	2	-6	3	2	0	13	10	0	-2
CCOCCCNC(=O)C(c1ccccc1)N(Cc1ccc2c(c1)OCO2)C(=O)c1ccccc1O (stereo not drawn)	-4	-1	-24	-1	0	-5	2	1	-1	6

Additional records:
SMILES	aSyn UTR inh	Dyrk1A ADPGlo	KLF5 inhibitor	GSK3 alpha inh	GSK3B inh	HSP90 inh	HSF1 inh	Platelet DG rel	IEC-6 tox	HSF-1 act
O=C(NC1CCSc2ccccc21)c1cc(S(=O)(=O)N2CCOCC2)ccc1F (stereo not drawn)	9	-5	-19	-2	-1	-1	-2	2	1	-1
O=Cc1c(-c2ccc(F)cc2)nc2ccccn12	-25	4	-22	-1	0	0	4	-2	6	12
Cc1ccc(S(=O)(=O)N/N=C/c2ccc(O)c(O)c2)cc1[N+](=O)[O-]	-6	x	-16	-5	6	2	4	-2	-1	19
N#CC1=C2Sc3ccccc3N2CCCC1=O	-171	13	-23	-6	2	3	-4	0	3	-5
Brc1cccc(CNCc2ccncc2)c1	0	-5	-34	1	-2	1	-7	x	1	2
Cc1ccc(C(O)(COC(=O)C(C)C)COC(=O)C(C)C)c(O)c1	-24	-8	-15	-1	1	2	14	-6	3	-3
COC1=C(Nc2ccc(O)cc2)C(=O)c2ccccc2C1=O	-110	29	-8	5	-4	-2	12	4	-2	34
O=C(NC1CC1)c1ccc2c(c1)N(Cc1ccc(Cl)cc1)CCS2	7	-2	-24	-1	1	-4	15	2	2	25
O=[N+]([O-])c1ccc(COn2nnc3ccccc32)cc1	-25	x	-5	-1	x	-3	20	3	3	30
Cc1cccnc1NC(=O)c1ccc(Cl)c(S(=O)(=O)N2CCCCCC2)c1	-7	-8	-11	-3	-1	2	-12	23	1	5
COc1ccc(CN2C(=NC(=O)C3CC3)SC3CS(=O)(=O)CC32)cc1 (stereo not drawn)	-11	6	-20	0	3	0	0	-3	-2	6
CCn1c(=O)n(CC)c2cc(S(=O)(=O)Nc3ccccc3C)c(C)cc21	-1	-8	4	-1	0	-1	17	-4	1	u
CCOC(=O)C1=C(C)N(CCCC(=O)O)C(=O)NC1c1ccc([N+](=O)[O-])cc1 (stereo not drawn)	20	-3	5	-4	4	0	-1	0	1	-27
CN(Cc1cccc(F)c1)C(=O)c1ccc(NS(=O)(=O)c2ccc3[nH]c(=O)[nH]c3c2)cc1	7	x	x	1	3	x	-1	1	x	4
COc1cccc(S(=O)(=O)Nc2noc3ccccc23)c1	0	4	7	-2	-6	2	9	11	1	11
COc1ccccc1NS(=O)(=O)c1ccc(Cl)c(NC(=O)C(C)N2C(=O)c3ccccc3C2=O)c1 (stereo not drawn)	-14	-3	-36	x	1	1	-4	-5	-7	0
Cc1noc(C)c1COC(=O)Cc1ccc(Cl)c(Cl)c1	4	-6	-25	-1	-4	1	7	-6	-6	38
S=C(N/N=C/c1ccccc1)N1CCOCC1	-61	-2	-1	0	2	-1	0	-13	1	-1
CCOC(=O)Cn1c(O)c(N=NC(=O)OC)c2ccccc21	-4	-4	-16	-2	-9	-2	-3	4	-1	-13
